bovine MsrA act: bovine MsrA enzyme activators, primary screen, biochemical, absorbance, HTS; purified bovine MsrA, absorbance read-out; activation, % at 10.6 µM; 360,000 tested, 0.3% active; in the data active = activation above about 7.5%;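 also: 0% = vehicle and 100% = reference activator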
SKN-1 inh: suppressors of acrylamide-induced Pgst-4::GFP reporter in worms, primary screen, SKN-1 inhibitor project, whole organism, uHTS, GFP/RFP fluorescence ratio, strain VP596. C. elegans VP596 Pgst-4::GFP/RFP ratio, 24 h. inhibition, % at 21.8 µM. 360,000 tested, 0.49% active. AID 624304, 2012;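 active = interference check ratio from 0.5 to 1.5 plus GFP to RFP signal ratio inhibition reaching or exceeding a fixed threshold, cut at about 30% in these data, passing the limit was not always enough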; also: some compounds called inactive have numbers as strong as hits
Rin1-Abl PPI inh: inhibitors of Rin1-Abl protein binding, primary screen, biochemical, TR-FRET; 360,000 tested, 0.4% active; inhibition, % at 7.35 µM; AID 588664, 2011; Tyrosine-protein kinase ABL1 (Homo sapiens) + Ras and Rab interactor 1 (Homo sapiens), …; in the data active = inhibition above about 5%, passing the limit was not always enough
MT1-MMP act inh: blockers of MT1-MMP proenzyme processing, primary screen, HT1080 RFP-PRO-GFP cells, GFP/RFP fluorescence; Matrix metalloproteinase-14 (Homo sapiens), P50281; GFP/RFP ratio fluorescence, overnight; percent of plate control window, DMSO zero; GFP/RFP ratio change, % at 20 µM; 360,000 tested, 0.061% active; AID 651647, 2012;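 active = GFP/RFP ratio change of at least 30% with cell ATP level not reduced by more than half and red fluorescence within 50% of control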; also: strong numbers were not always called active
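Assay system: HT1080 cells carrying an RFP-PRO-GFP reporter | Dosing: Single dose of 20 µM compound, 1% DMSO final | Incubation: Cells overnight before dosing, compound overnight, 37 °C, 5% CO2 | Evaluation: GFP/RFP fluorescence ratio | Control set: DMSO and RFP-L50D-GFP cell wells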
Neddylation inh: inhibitors of cullin neddylation, primary screen, biochemical, TR-FRET, uHTS, NAE and Ubc12; NEDD8-conjugating enzyme Ubc12 (Homo sapiens) + NEDD8-activating enzyme E1 regulatory …; calls only at 25 µM; 360,000 tested, 0.58% active; AID 651699, 2012; in the data active = inhibition above about 36%
Target sequence (P61081 whole entry, looked up): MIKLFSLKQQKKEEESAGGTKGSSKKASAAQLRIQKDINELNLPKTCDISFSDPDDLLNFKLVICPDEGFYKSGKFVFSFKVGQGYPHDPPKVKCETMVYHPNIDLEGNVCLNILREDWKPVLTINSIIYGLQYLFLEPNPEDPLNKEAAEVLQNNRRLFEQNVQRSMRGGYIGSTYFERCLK
Target sequence (Q13564 whole entry, looked up): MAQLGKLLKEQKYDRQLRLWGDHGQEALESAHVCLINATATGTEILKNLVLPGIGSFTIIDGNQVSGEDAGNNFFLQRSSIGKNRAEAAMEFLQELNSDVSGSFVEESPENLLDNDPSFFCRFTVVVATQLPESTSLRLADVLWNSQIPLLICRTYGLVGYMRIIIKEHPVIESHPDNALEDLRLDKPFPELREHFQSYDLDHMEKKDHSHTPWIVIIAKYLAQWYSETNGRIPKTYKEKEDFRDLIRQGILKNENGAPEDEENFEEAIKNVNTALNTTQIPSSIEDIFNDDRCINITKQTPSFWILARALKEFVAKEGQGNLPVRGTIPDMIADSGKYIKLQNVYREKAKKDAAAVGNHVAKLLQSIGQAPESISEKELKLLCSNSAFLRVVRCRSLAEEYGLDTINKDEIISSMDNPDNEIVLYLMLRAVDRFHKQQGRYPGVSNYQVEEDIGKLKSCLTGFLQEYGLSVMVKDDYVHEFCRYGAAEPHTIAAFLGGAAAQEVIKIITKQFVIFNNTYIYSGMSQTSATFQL
E coli Lon inh: inhibitors of E. coli Lon protease, primary screen, biochemical, fluorescence polarization. P0A9M0. purified E. coli Lon protease. inhibition, % at 7.94 µM. 360,000 tested, 0.42% active; in the data active = inhibition above about 13%, passing the limit was not always enough;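 also: 0% = enzyme with probe and DMSO and 100% = no enzyme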
NRP1-CendR mod: modulators of CendR peptide binding to NRP-1, primary screen, biochemical, fluorescence polarization, uHTS; FAM-RPARPAR peptide binding to NRP-1; 360,000 tested, 0.85% active; Neuropilin-1 (Homo sapiens), O14786; AID 602438, 2012; inhibition, % at 25 µM;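 active = inhibition or corrected inhibition above about 18%, plus a signal ratio from 0.5 to 1.5, limit read from the data, passing the limit was not always enough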; also: strong numbers were not always called active
FAS-TE inh: FAS thioesterase domain inhibitors, primary screen, biochemical, fluorescence intensity, uHTS; Fatty acid synthase (Homo sapiens), P49327; 360,000 tested, 0.67% active; recombinant FAS-TE, OMFH fluorogenic substrate, fluorescence endpoint; inhibition, % at 15 µM;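 active = compounds whose normalised, plate-corrected inhibition of enzyme fluorescence in the single-dose primary screen is 50% or more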;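 also: 0% = DMSO with enzyme and 100% = substrate without enzyme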
PABP1 MLLE inh: inhibitors of PABP1 MLLE–PAM2 peptide binding, primary screen, biochemical, fluorescence polarization, FITC-PAM2, GST-MLLE; Polyadenylate-binding protein 1 (Homo sapiens), P11940; AID 588489, 2011; 360,000 tested, 0.36% active; inhibition, % at 20 µM; in the data active = inhibition above about 35%, passing the limit was not always enough;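 also: plate controls were DMSO wells with GST-MLLE for no effect and wells lacking GST-MLLE protein for full effect; some results filed as inactive read as strong as hits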
* hit, by the source's call; i = inactive; + = active, no number.

SMILES | bovine MsrA act | SKN-1 inh | Rin1-Abl PPI inh | MT1-MMP act inh | Neddylation inh | E coli Lon inh | NRP1-CendR mod | FAS-TE inh | PABP1 MLLE inh
Brc1ccc2nc(-c3c[nH]c4ccccc34)cn2c1 | -6 | 7 | -1 | -2 | i | 1 | -99 | 5 | -44
COc1ccc(Cc2nc(C)cc(Cl)n2)cc1[N+](=O)[O-] | -2 | 14 | -1 | 4 | i | -3 | -2 | -1 | 3
Cn1c(=O)c2cn(Cc3ccc(Cl)cc3)cc2n(C)c1=O | 1 | 7 | -1 | -4 | i | -3 | 3 | 5 | 14
COc1ccc(/C=C/C(=O)NC(=S)NNC(=O)c2cccnc2)cc1 | -2 | 9 | -5 | 4 | i | -5 | -12 | -9 | 11
CC(C)Nc1nc(-c2ccccc2)nc(-n2ccnc2)n1 | 4 | 22 | 5 | 1 | i | -1 | -14 | 1 | -2
Cc1ccc(OCC(=O)Nc2sc3c(c2C#N)CCC3)cc1C | -5 | -1 | -1 | -1 | i | -6 | -30 | 0 | -1
COc1ccc(NC(=O)N2CCC(C(=O)c3ccc(F)cc3)CC2)cc1 | 1 | 0 | 0 | -1 | i | -3 | -56 | -1 | -2
Cc1cccc(N2CCN(C(=O)c3csc4ccccc34)CC2C)c1 (stereo not drawn) | -3 | 0 | 3 | 1 | i | 0 | 1 | 13 | -16
O=C(C(=O)N1CCOCC1)c1cn(CC(=O)N2CCc3ccccc3C2)c2ccccc12 | -1 | -1 | 4 | -3 | i | 5 | -11 | 0 | -1
CC(=O)N(Cc1cc(=O)[nH]c2ccccc12)c1cccc(C)c1 | -1 | -10 | -7 | 2 | i | -7 | -8 | 0 | -18
Cc1ccc(-c2nc3ccccc3c(C(=O)NCc3cccs3)c2C)cc1 | -1 | 13 | -1 | 1 | i | 13 | -12 | 4 | 5
CC(=O)c1ccc(Nc2nc(C(N)Cc3ccc(N)cc3)cs2)cc1 (stereo not drawn) | -5 | 20 | -4 | -3 | i | -4 | -16 | -7 | -10
COCCCNc1nc(N)c([N+](=O)[O-])c(NCc2ccccc2)n1 | -3 | 12 | -1 | -6 | i | -3 | 14 | 4 | 7
N#Cc1ccc(C(=O)NNC(=O)c2cccc(S(=O)(=O)N3CCOCC3)c2)cc1 | -4 | -4 | 4 | 1 | i | -3 | -1 | -6 | 4
COCCN(CCOC)S(=O)(=O)c1ccc(C(=O)Nc2nc(-c3ccncc3)cs2)cc1 | -3 | 6 | -4 | 4 | i | 0 | -4 | -4 | 0
CC1(C)Cc2nc(-c3ccccc3)n3cnnc3c2CO1 | -1 | -9 | -4 | 0 | i | -5 | -4 | -9 | -14
CC(CNC(=O)C(C)(C)C)NC(=O)C(C)(C)C (stereo not drawn) | -4 | 0 | -2 | -3 | i | 8 | -17 | -10 | 3
CCOc1cc(CNCCCN2CCOCC2)cc(Br)c1OCc1ccccc1Cl | -4 | 7 | 3 | -6 | i | 9 | 0 | -1 | -10
CCOC(=O)c1sc(SC)c2c1CCC/C2=N/OC | -3 | 14 | 0 | -2 | i | 1 | 3 | 22 | 16
COc1ccccc1-c1nnc(SCC(=O)NC2CCS(=O)(=O)C2)n1N (stereo not drawn) | 0 | -2 | 0 | 1 | i | -1 | 22* | -3 | -11
O=C(NC(=S)Nc1ccccc1N1CCOCC1)c1ccc(-c2cccc(Cl)c2)o1 | -2 | 1 | -5 | -6 | i | 0 | -18 | 38 | 29
O=C1N(Cc2cccnc2)C[C@@H]2C[C@@H](c3ccc(-c4ccccc4)cc3)N3CCC[C@@]123 | -1 | 14 | 4 | -6 | i | -5 | -29 | -4 | -14
CCOc1cc2c(C#N)c(N3CCNCC3)nc(N)c2c(N)n1 | -3 | 8 | 0 | -19 | i | -3 | 2 | -8 | -6
Cc1ccc(S(=O)(=O)N(C)C)cc1-n1c(SCC(=O)Nc2ccc(F)cc2Cl)nc2ccccc2c1=O | -5 | -4 | -1 | -9 | i | -4 | -6 | 23 | -17
O=C(Nc1c(-c2ccccc2)[nH][nH]c1=O)c1cccc(C(F)(F)F)c1 | 0 | -20 | 3 | 0 | i | -1 | -2 | -8 | 2
N#CC1(C#N)C(C(N)=O)C1c1ccccc1 (stereo not drawn) | -4 | 9 | 3 | -7 | i | -9 | -54 | -5 | -11
CCn1c(CSc2nc3ccccc3s2)nnc1SCC(=O)OC(C)(C)C | -4 | 0 | 5 | 1 | i | 9 | -6 | -2 | -8
CCCCCOC(=O)C(C)Sc1n[nH]c(=O)[nH]c1=O (stereo not drawn) | -2 | 0 | 3 | 4 | i | 1 | 3 | -6 | 0
CC1CCN(C(=O)Cn2nnc(-c3cccs3)n2)CC1 | -3 | -7 | -1 | 2 | i | -7 | -5 | -4 | 2
O=C(O)CN1C(=O)C=CC1=O | -12 | 12 | 1 | -1 | i | 0 | 2 | -6 | 17

Reformatted with values under each structure: part of the list above
Order of results: bovine MsrA act, SKN-1 inh, Rin1-Abl PPI inh, MT1-MMP act inh, Neddylation inh, E coli Lon inh, NRP1-CendR mod, FAS-TE inh, PABP1 MLLE inh
O=C(NC(=S)Nc1ccccc1N1CCOCC1)c1ccc(-c2cccc(Cl)c2)o1
    -2, 1, -5, -6, i, 0, -18, 38, 29
O=C1N(Cc2cccnc2)C[C@@H]2C[C@@H](c3ccc(-c4ccccc4)cc3)N3CCC[C@@]123
    -1, 14, 4, -6, i, -5, -29, -4, -14
CCOc1cc2c(C#N)c(N3CCNCC3)nc(N)c2c(N)n1
    -3, 8, 0, -19, i, -3, 2, -8, -6
Cc1ccc(S(=O)(=O)N(C)C)cc1-n1c(SCC(=O)Nc2ccc(F)cc2Cl)nc2ccccc2c1=O
    -5, -4, -1, -9, i, -4, -6, 23, -17
O=C(Nc1c(-c2ccccc2)[nH][nH]c1=O)c1cccc(C(F)(F)F)c1
    0, -20, 3, 0, i, -1, -2, -8, 2

Other entries follow:
SMILES | bovine MsrA act | SKN-1 inh | Rin1-Abl PPI inh | MT1-MMP act inh | Neddylation inh | E coli Lon inh | NRP1-CendR mod | FAS-TE inh | PABP1 MLLE inh
Cc1cccc(NS(=O)(=O)c2cccc(C(=O)NCc3ccccc3CN3CCOCC3)c2)c1 | -1 | 2 | 1 | -2 | i | 1 | 11 | 4 | -7
CN(CCc1ccccc1)C(=O)c1ccc(NC(=O)Cc2ccc(NC(=O)C3CCN(C(=O)C4CCCCC4)CC3)cc2)cc1 | -2 | -1 | 31* | -4 | i | 2 | -5 | -6 | 6
OC(COc1cccc2ccccc12)CN1CCN(c2ccccn2)CC1 (stereo not drawn) | -1 | -6 | 0 | 2 | i | 1 | 4 | 7 | 4
CCN1/C(=C/C(=S)Nc2ccccc2)Sc2ccccc21 | -2 | 13 | -2 | 4 | i | -7 | -8 | 15 | 17
CC(C)Cc1nnc(NC(=O)c2cc([N+](=O)[O-])ccc2N2CCOCC2)s1 | -3 | -24 | -4 | 3 | i | 5 | 14 | 32 | -21
N#CCCN(Cc1cccnc1)C(=O)c1sc2cc(F)ccc2c1Cl | -3 | 9 | -1 | -2 | i | -22 | 3 | 3 | 1
CC(C)COc1cc(=O)[nH]c(SCC(C)C)n1 | -1 | 3 | -3 | 2 | i | -9 | 7 | 1 | 12
Cc1cccc(N2CCN(C(=O)c3ccc4c(c3)OCCO4)CC2C)c1 (stereo not drawn) | -3 | 6 | 1 | 2 | i | -8 | -14 | -6 | 13
Cc1ccc(CSCCNS(=O)(=O)c2ccccc2)cc1 | -10 | 2 | -1 | 1 | i | 1 | 5 | 9 | 8
Cc1ccc(OCc2nnc(SCC(=O)c3cccc([N+](=O)[O-])c3)n2C)cc1 | 0 | -7 | -2 | 11 | i | 1 | -2 | 17 | -86
COC(=O)Cn1c(=NC(=O)C(C)(C)C)sc2c(C)cc(C)cc21 | -8 | -1 | -2 | 3 | i | -6 | -12 | 14 | -12
C[C@H](NC(=O)c1ccc(C(C)(C)C)cc1)C(=O)N1CCOCC1 | -3 | -3 | -1 | -4 | i | -5 | 7 | -7 | 2
Cc1ccc(-c2cc(-c3ccccc3[N+](=O)[O-])[nH]n2)c(O)c1 | -1 | 21 | 1 | -3 | i | 0 | 7 | 6 | -29
Cc1ccccc1-c1noc(-c2ccccc2C(=O)O)n1 | -2 | -1 | -1 | -2 | i | 0 | 4 | -5 | 4
COc1ccc(CC(=O)Nc2cc(S(=O)(=O)N3CCOCC3)ccc2N2CCCC2)cc1 | 0 | 3 | -3 | 1 | i | 10 | -4 | -6 | -2
Cc1ccc(-c2ccc(=O)n(CC(=O)N3CCN(c4cccc(C)c4)C(C)C3)n2)cc1 (stereo not drawn) | -1 | 12 | -2 | 23 | i | 0 | -5 | 19 | 3
CC(C)(C)c1cc(C(C)(C)C)n(-c2ccccc2)n1 | -4 | 19 | -2 | 4 | i | -10 | -4 | -5 | -5
CC[C@]12c3[nH]c4ccccc4c3CCN1C(=O)C(CC(=O)NCCC1=CCCCC1)C[C@@H]2C(=O)N1CCN(C(=O)C2CC2)CC1 (stereo partly drawn) | 0 | 3 | -1 | 6 | i | 0 | -4 | 7 | 11
Cc1cc(Cl)ccc1OCCCC(=O)NNC(=O)c1ccccc1O | -1 | 14 | -4 | -1 | i | 4 | 2 | 42 | 7
O=C(Nc1ccccc1N1CCCCC1)c1cc(S(=O)(=O)N2CCOCC2)ccc1Cl | -1 | 7 | 4 | -10 | i | -3 | 1 | 20 | -2
Cc1ccc(NC(=O)CNC(=O)c2cccc(C)c2)nc1 | 3 | -7 | 1 | 2 | i | -2 | -11 | -9 | -3
COC(=O)c1ccc(NC(=O)c2cccc(NC(=O)c3ccco3)c2)cc1 | -2 | 10 | 0 | 1 | i | -8 | 2 | 0 | 0
CCC(CO)Oc1cc(NC(=O)c2ccccc2N)c2ncn(C(C)C)c2c1 (stereo not drawn) | -6 | 2 | 5 | 0 | i | -9 | -3 | -1 | 1
COc1cccc(OC)c1/C(O)=C(\C#N)c1nc2ccccc2[nH]1 | -7 | 3 | 0 | -10 | i | 0 | -15 | -9 | 0
O=C(c1ccco1)N1CCN(CC(O)COc2ccc(Br)cc2)CC1 (stereo not drawn) | -1 | -2 | 0 | 3 | i | 0 | -4 | -3 | 1
CC(C)CCNC(=O)CCCc1ccccc1 | -12 | -8 | 1 | 2 | i | -7 | 0 | -10 | -11
CCC(=O)c1ccc(OCC(=O)Nc2nc(-c3cccnc3)cs2)cc1 | -4 | 9 | -3 | 1 | i | -9 | -22 | -4 | 2
CCOn1c(=O)c[n+]([O-])c2ccccc21 | -8 | -7 | 3 | -33 | + | -65 | -27 | -5 | -39
COc1ccc([N+](=O)[O-])cc1NC(=O)CCSCCc1ccccn1 | -4 | -9 | -5 | 5 | i | 0 | 0 | 35 | -2
O=C(COc1ccccc1C(=O)NCC1CCCO1)Nc1ccc(Cl)cc1Cl (stereo not drawn) | -4 | 12 | -6 | -1 | i | -9 | 4 | 3 | 14
O=C(NC1CCN(C(=O)N2c3ccccc3Sc3ccccc32)CC1)c1ccccc1F | 4 | 17 | 5 | -7 | i | -12 | 8 | 27 | 4
Cc1ccc(C)c(OCC(=O)Nc2ccc(C(=O)O)cc2NC(=O)COc2cc(C)ccc2C)c1 | 1 | 12 | -1 | -3 | i | -2 | -2 | 16 | -3
